Assay outcomes as filed in PubChem.
TRPV1 agonist = HTS Assay for Compounds that Act as Agonists of the Vanilloid Receptor 1 | AID 540275, 2011 | actives 0.19% (n = 320,000) | TRPV1-expressing cells, Fluo-8 calcium influx, agonist mode | Transient receptor potential cation channel subfamily V member 1 (Homo sapiens), Q8NER1 | activation, % at 8.33 µM; in the data active = activation above about 80%; inconclusive = between about 30% and that limit; note: 0% is about no effect
Target sequence (Q8NER1 whole entry, looked up): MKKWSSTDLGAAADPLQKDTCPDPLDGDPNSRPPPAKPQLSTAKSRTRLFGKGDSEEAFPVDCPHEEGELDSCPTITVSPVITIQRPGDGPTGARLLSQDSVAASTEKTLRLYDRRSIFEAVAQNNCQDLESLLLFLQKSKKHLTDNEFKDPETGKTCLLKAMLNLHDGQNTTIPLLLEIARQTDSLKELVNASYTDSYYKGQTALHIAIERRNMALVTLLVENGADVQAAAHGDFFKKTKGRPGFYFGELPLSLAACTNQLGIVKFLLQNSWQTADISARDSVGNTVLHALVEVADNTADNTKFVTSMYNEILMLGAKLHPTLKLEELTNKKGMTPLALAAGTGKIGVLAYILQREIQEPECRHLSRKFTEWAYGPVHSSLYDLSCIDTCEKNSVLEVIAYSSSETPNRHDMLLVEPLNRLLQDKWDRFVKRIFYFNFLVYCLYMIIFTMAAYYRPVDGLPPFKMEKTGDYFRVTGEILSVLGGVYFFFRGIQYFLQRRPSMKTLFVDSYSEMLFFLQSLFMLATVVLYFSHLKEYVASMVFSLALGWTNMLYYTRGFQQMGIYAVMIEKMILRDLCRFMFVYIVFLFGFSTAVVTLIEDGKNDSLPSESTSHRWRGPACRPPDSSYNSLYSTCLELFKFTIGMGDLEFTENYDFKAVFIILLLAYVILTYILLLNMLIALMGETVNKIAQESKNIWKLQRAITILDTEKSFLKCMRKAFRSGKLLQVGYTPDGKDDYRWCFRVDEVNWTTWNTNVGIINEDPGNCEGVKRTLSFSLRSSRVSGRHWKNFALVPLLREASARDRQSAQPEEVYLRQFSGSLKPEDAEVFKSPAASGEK
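Cells expressing TRPV1 were dye-loaded with Fluo-8 and read kinetically: 10 s baseline, 3 min after compound (agonist portion), then 2 min after EC20 capsaicin (allosteric enhancer portion). Calcium-bound dye fluorescence at 480/520 nm.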
KCNH2 3.1 inh = qHTS for Inhibitors of KCHN2 3.1: Mutant qHTS; Potassium voltage-gated channel subfamily H member 2, brain isoform KCNH2 3.1 (human); actives 0.95% (n = 340,000); activity change, % (tested at about 1.8 µM); AID 720553, 2013; U2OS KCNH2 3.1, thallium flux FluxOr; active compounds read low;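 active = maximum activity change below -70%; inconclusive = maximum activity change from -70% to -50%; inactive = maximum activity change above -50%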;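 note: thallium influx rate constant from kinetic fluorescence after stimulation buffer; % is set by controls: 0 for no effect and ±100 for the full control effect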
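Steps: virus added to U2OS suspension (4 h, RT, dark); medium with 10% FBS added, cells plated, 37 C overnight; FluxOr/Red40 loading buffer 45 min RT; stimulation buffer, 2 min kinetic read; rate constant normalized.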
TCR activator = Activators of T cell receptors: qHTS campaign; primary human leukocytes, anti-CD3, IL-2 HTRF, 48 h; Potency, µM (titrated, usually from 9.22 µM), for inactives: top-dose activation of IL-2 secretion, hits mostly activators; 330,000 tested, under 10 active; AID 504894, 2011; note: % of control where 0% means no effect
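Primary human leukocytes incubated 48 hr with anti-CD3 beads plus compound, without co-stimulation. Secreted IL-2 measured by HTRF (europium cryptate/d2 anti-IL-2 pair, 320 nm excitation, 665 nm emission).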
Mito fusion yeast = qHTS Assay for Small Molecule Inhibitors of Mitochondrial Division or Activators of Mitochondrial Fusion; actives 0.23% (n = 320,000); AID 485298, 2010; Potency, µM (doses to about 46.1 µM), for inactives: at the highest dose growth rescue (activation), hits mostly activators; S. cerevisiae fusion-defective mutant growth rescue, CellTiterGlo 48 h;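 note: potency is the fitted concentration of half-maximal effect; % of control where 0% means no effect; nearly all actives have a fitted effect of over 45% in size; temperature-sensitive fusion mutants such as fzo1-1 at 37 °C on non-fermentable ethanol glycerol medium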
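S. cerevisiae fusion-defective temperature-sensitive mutants (e.g. fzo1-1, mgm1-5) grown 48 h at 37C in YPEG (ethanol/glycerol non-fermentable) medium with 23 nl compound per well; growth rescue read as CellTiterGlo luminescence.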
hERG WT inh = qHTS for Inhibitors of KCHN2 3.1: Wildtype qHTS; Voltage-gated inwardly rectifying potassium channel KCNH2 (Homo sapiens), Q12809; U2OS, BacMam KCNH2, thallium flux FluxOr; active compounds read low; activity change, % at 1.84 µM; actives 0.37% (n = 340,000); AID 720551, 2013;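 active = maximum activity change below -70%; inconclusive = maximum activity change between -70% and -50%; inactive = maximum activity change above -50%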; note: % is set by controls: 0 for no effect and ±100 for the full control effect
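U2OS cells transduced with wild-type KCNH2 virus are loaded with FluxOr dye for 45 min, and thallium flux is measured in kinetic reads before and after stimulation buffer. Rate constants are normalized to DMSO controls.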
ELG1 DNA repair = qHTS screen for small molecules that inhibit ELG1-dependent DNA repair in human embryonic kidney (HEK293T) cells expressing luciferase-tagged ELG1 | HEK293T ELG1-luciferase reporter, luminescence, 16 h; DNA damage induced by 5-fluorouridine | Potency, µM (top dose mostly 46.1 µM), without a hit: top-dose activity change, negative = inhibition, actives largely listed as inhibitors | AID 504467, 2011 | actives 2.3% (n = 330,000); note: potency is the fitted concentration of half-maximal effect; % is set by controls: 0 for no effect and ±100 for the full control effect; nearly all actives have a fitted effect of over 55% in size
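HEK293T cells expressing luciferase-tagged ELG1 (2,000/well) received 5-Fluorouridine plus compound or DMSO for 16 hr at 37 °C. Luciferase was read by ONE-Glo luminescence after 30 min at room temperature.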
A-T KAP1 phos = qHTS Assay for Identifying a Potential Treatment of Ataxia-Telangiectasia; actives 0.19% (n = 320,000); […] A-T fibroblasts, KAP-1 phosphorylation AlphaLISA; neocarzinostatin DNA damage 30 min before lysis; Potency, µM (titrated, usually from 57.5 µM), for the others: at the top dose activation, hits mostly activators; note: potency is the fitted concentration of half-maximal effect; % of control where 0% means no effect; nearly all actives have a fitted effect of over 45% in size
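ATM-like activity read as KAP-1 phosphorylation via AlphaLISA donor/acceptor antibody pairs after lysis and 6 hr at 25C. Cells were ATM-null patient fibroblasts ([…], hTERT), dosed 60 min, then exposed to the DSB inducer NCS for 30 min.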
Eya2 phos inh = qHTS Assay for Inhibitors of the Phosphatase Activity of Eya2; recombinant Eya2, OMFP fluorescence dephosphorylation (OMFP is methylfluorescein phosphate); AID 488837, 2010; actives 0.006% (n = 330,000); Potency, µM (highest dose often 76.9 µM), inactives show at the top dose activity, negative = inhibition, actives largely listed as inhibitors; Protein phosphatase EYA2 (Homo sapiens), O00167; note: potency is the fitted concentration of half-maximal effect; % is set by controls: 0 for no effect and ±100 for the full control effect
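Eya2 (0.2 uM) preincubated 10 min at ambient with compound, then OMFP substrate added at 50 uM; 10 min reaction in 50 mM HEPES pH 7.5, 50 mM NaCl, 5 uM MgCl2, 0.05% BSA, 1 mM DTT. Fluorescence read at Ex 485/Em 525 nm.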
USP2a inh = qHTS Assay for Inhibitors of Ubiquitin-specific Protease USP2a Using CHOP2 as the Reporter; Ubiquitin carboxyl-terminal hydrolase 2 (Homo sapiens), O75604; USP2 core, Ub-CHOP2 coupled fluorogenic reporter, 485/531; Potency, µM (top dose mostly 38.3 µM), for inactives: at the highest dose activity change, negative = inhibition, hits mostly inhibitors; actives 0.01% (n = 330,000);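 note: potency is the fitted concentration of half-maximal effect; plate controls were DMSO wells for no effect and full inhibition by NEM control for full effect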
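Deubiquitinase activity read as fluorescence (485/531 nm) after Ub-CHOP2 cleavage activates the enterokinase reporter on its substrate; USP2 core 10nM, Ub-CHOP2 and substrate 25nM each, 30min compound preincubation then 60min RT; data normalized to NEM, curves fitted.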
TSHR antag = Antagonists of the Thyroid Stimulating Hormone Receptor: HTS campaign | Thyrotropin receptor (Homo sapiens), P16473 | TSHR-expressing cells, TSH-stimulated cAMP HTRF, 2 h; active compounds read low | activity change, negative = inhibition, % at 11.5 µM | actives 0.2% (n = 330,000);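 active = activity change below a set negative limit, meaning inhibition stronger than a set level, cut at about -70% in these data; inconclusive = activity change between two set negative limits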; note: % is set by controls: 0 for no effect and ±100 for the full control effect
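Cell-based HTRF cAMP assay; TSHR cells + compound, TSH EC80 (4nM final), 2 h, 37 deg C. Lysis with anti-cAMP cryptate and cAMP-d2, 30 min RT, read 665/620 nm.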
* hit, by the source's call; ? = inconclusive; . = no result given. Unless noted, calls come from the whole dose curve; as a rule, active = well fitted curve in the direction sought with a large enough effect; inconclusive = small, poorly fitted or top-dose-only effect, or another doubt; inactive = no such curve, though single readings can be large; an effect the other way counts as inactive or inconclusive. This is a subset; rates above refer to the full screens.

no.	canonical_smiles	ELG1 DNA repair	hERG WT inh	TCR activator	TRPV1 agonist	KCNH2 3.1 inh
1	Brc1ccccc1OCCCCCN1CCOCC1	?	23	1%	13	-3
2	O=C(CN(C(=O)c1csnn1)c1ccccc1C(F)(F)F)NC1CCCCC1	-5%	-4	-2%	3	-9
3	C=CCSc1nnc(NC(=O)CSc2nnc(C)s2)s1	0%	6	0%	1	2
4	CC(/C=N/n1cnnc1)=C\c1ccccc1	.	3	-7%	0	1
5	CCC(Sc1nc(N)cc(N)n1)C(=O)O (centres undefined)	?	4	.	2	-4
6	Cc1cc(C)c2c(N)c(S(=O)c3ccc(C(C)(C)C)cc3)sc2n1 (centres undefined)	-20%	1	6%	17	-5
7	COc1cccc(NS(=O)(=O)c2c(C(=O)N3CCCCCC3)c(C)n(C)c2C)c1	13%	-9	0%	0	0
8	O=C(CSc1nc2ccccc2s1)NNC(=O)Nc1ccc(Cl)c(Cl)c1	-2%	11	2%	-1	-13
9	CC(=O)c1ccc(NC(=O)CN2CCC(C(=O)c3ccc4c(c3)OCCO4)CC2)cc1	?	5	-2%	11	-35
10	O=C(NCCNc1ccc([N+](=O)[O-])cc1)c1cccc(Br)c1	7%	2	4%	7	4

no.	Mito fusion yeast	TSHR antag	A-T KAP1 phos	Eya2 phos inh	USP2a inh
1	3%	15	10%	-11%	0%
2	4%	4	-2%	-4%	0%
3	1%	-2	1%	-6%	0%
4	-3%	.	.	.	.
5	-2%	2	-1%	22%	3%
6	-4%	-8	-1%	14%	3%
7	3%	0	-8%	-2%	3%
8	1%	-10	5%	0%	3%
9	0%	0	1%	-3%	-1%
10	4%	8	3%	1%	1%

Continued:
no.	canonical_smiles	ELG1 DNA repair	hERG WT inh	TCR activator	TRPV1 agonist	KCNH2 3.1 inh
11	CC(C)CCNC(=O)CN(Cc1ccccc1)C(=O)CCC(=O)Nc1nccs1	-13%	1	-1%	4	-12
12	COc1ccc(CNc2nc(SC)n[nH]2)cc1OC	9%	-1	-7%	0	.
13	COc1ccc(-c2sc(Nc3ccc(F)c(F)c3F)nc2CCC(=O)NN)cc1	?	9	4%	-2	-8
14	Cc1nn(C)c(C)c1/C=N/NC(=O)C(C)(C)Oc1ccc(Cl)cc1	0%	-6	4%	17	7
15	CCOc1ccc(OCC(=O)N(C)c2c(N)n(Cc3ccccc3)c(=O)[nH]c2=O)cc1	4%	9	2%	3	9
16	CC1=C(C(=O)Nc2ccccc2C(=O)NC2CCCCC2C)SCCO1 (centres undefined)	-1%	13	1%	?	0
17	COCCNC(=O)c1ccc(NS(=O)(=O)c2cc(C)ccc2C)cc1	1%	-19	-1%	-5	20
18	COc1ccc(C(=O)Nn2c(C)ccc2C)cc1OC	0%	4	-3%	1	1
19	Cn1c(=O)[nH]c2ncccc21	?	0	-8%	1	-29
20	Cc1cc(C(=O)OCC(=O)NC2CCCC2)c2ccccc2n1	-2%	-2	.	-3	-13

no.	Mito fusion yeast	TSHR antag	A-T KAP1 phos	Eya2 phos inh	USP2a inh
11	2%	-4	5%	-10%	5%
12	-3%	-2	-4%	-21%	1%
13	-5%	-6	5%	-7%	-9%
14	3%	-4	-2%	-21%	0%
15	2%	20	-4%	8%	-1%
16	-2%	21	14%	10%	3%
17	-8%	15	0%	26%	1%
18	2%	.	3%	5%	-1%
19	5%	11	-6%	?	0%
20	2%	-5	6%	21%	1%

Next part:
no.	canonical_smiles	ELG1 DNA repair	hERG WT inh	TCR activator	TRPV1 agonist	KCNH2 3.1 inh
21	CC(CCCC(C)(C)O)CC1C2=C(CCCC2=O)OC2=C1C(=O)CCC2 (centres undefined)	4%	-4	.	-1	-4
22	FC(F)(F)c1cccc(NC(=S)NNC(=S)Nc2ccc(Cl)cc2)c1	-24%	.	.	9	.
23	CCS(=O)(=O)N1CCC(C(=O)Oc2ccc(Cl)cc2)CC1	-11%	-1	10%	0	8
24	O=C(CSC1=NS(=O)(=O)c2cc(Cl)ccc2N1)Nc1ccccc1F	2%	-7	-5%	-2	2
25	Cc1cc(C)n(-c2ccnc3cc(Cl)ccc23)n1	-4%	0	-1%	3	9
26	CCC(C)C(=O)Nc1nc2ccc(OC)cc2s1 (centres undefined)	?	-3	2%	13	-2
27	CNC(=O)NC(=O)CSc1nnc(-c2ccc(F)cc2)n1CC1CCCO1 (centres undefined)	-2%	0	-1%	-4	11
28	Cn1c(=O)c2cn(-c3ccc4c(c3)OCCO4)cc2n(C)c1=O	?	4	-6%	-1	-5
29	Cc1[nH]n(-c2ccccc2)c(=O)c1C=NC1CCCCCC1	13%	.	-3%	17	-1
30	Cn1c(SCc2ccccc2Br)nc2ccccc2c1=O	-24%	-2	.	14	-4

no.	Mito fusion yeast	TSHR antag	A-T KAP1 phos	Eya2 phos inh	USP2a inh
21	-5%	7	1%	3%	-5%
22	-26%	-11	-11%	-12%	-7%
23	-1%	-8	3%	-18%	3%
24	3%	-3	-1%	5%	0%
25	-2%	-8	2%	-4%	-1%
26	6%	-15	-19%	0%	-1%
27	-7%	21	-1%	0%	1%
28	-2%	-8	3%	10%	1%
29	3%	-10	1%	-24%	3%
30	2%	-2	14%	-25%	1%

(further entries)
no.	canonical_smiles	ELG1 DNA repair	hERG WT inh	TCR activator	TRPV1 agonist	KCNH2 3.1 inh
31	N=c1oc2ccccc2cc1C(=O)NC1CCCCCC1	?	6	-9%	28	-15
32	CCOC(=O)C(CC(=O)c1ccccc1)CC(=O)c1ccccc1	?	3	4%	?	15
33	COc1ccc(C(=O)N2CCN(Cc3cc(OC)ccc3OC)CC2)cc1	-3%	-30	4%	2	-5
34	Cc1cccc(C)c1OCc1cc(C(=O)N2CCN(c3ccc(F)cc3)CC2)no1	?	-2	5%	23	-20
35	CCc1ccc(-c2nn(-c3ccccc3)cc2C2SCC(=O)N2Cc2ccco2)cc1 (centres undefined)	?	-2	1%	12	-37
36	O=S(=O)(CCC1CCCCN1)c1ccccc1 (centres undefined)	-4%	2	-5%	1	11
37	COc1ccc(/C=C(\NC(=O)c2ccccc2)C(=O)NCc2ccco2)cc1OC	10%	1	-3%	1	12
38	Cc1cccc(N2CCN(C(=O)Cn3c(=O)[nH]c4ccsc4c3=O)CC2C)c1 (centres undefined)	?	0	.	22	4
39	CCOC(=O)c1ccccc1NC(=O)c1c(O)c2ccccc2n(CC)c1=O	-2%	1	2%	-4	3
40	O=C1c2oc3ccc(F)cc3c(=O)c2C(c2ccccc2)N1CC1CCCO1 (centres undefined)	?	9	-1%	17	-15

no.	Mito fusion yeast	TSHR antag	A-T KAP1 phos	Eya2 phos inh	USP2a inh
31	-1%	-48	-6%	-5%	-1%
32	6%	7	10%	3%	3%
33	-2%	8	3%	-1%	3%
34	3%	-22	5%	-7%	-2%
35	27%	5	.	-19%	-6%
36	-3%	-2	1%	8%	2%
37	-3%	3	0%	-7%	1%
38	-1%	-4	.	-1%	-2%
39	-3%	-5	11%	7%	2%
40	2%	4	-5%	17%	0%

Arranged by molar mass (ascending): some entries from above.
no.	canonical_smiles	ELG1 DNA repair	hERG WT inh	TCR activator	TRPV1 agonist	KCNH2 3.1 inh
36	O=S(=O)(CCC1CCCCN1)c1ccccc1 (centres undefined)	-4%	2	-5%	1	11
31	N=c1oc2ccccc2cc1C(=O)NC1CCCCCC1	?	6	-9%	28	-15
32	CCOC(=O)C(CC(=O)c1ccccc1)CC(=O)c1ccccc1	?	3	4%	?	15
38	Cc1cccc(N2CCN(C(=O)Cn3c(=O)[nH]c4ccsc4c3=O)CC2C)c1 (centres undefined)	?	0	.	22	4
34	Cc1cccc(C)c1OCc1cc(C(=O)N2CCN(c3ccc(F)cc3)CC2)no1	?	-2	5%	23	-20

no.	Mito fusion yeast	TSHR antag	A-T KAP1 phos	Eya2 phos inh	USP2a inh
36	-3%	-2	1%	8%	2%
31	-1%	-48	-6%	-5%	-1%
32	6%	7	10%	3%	3%
38	-1%	-4	.	-1%	-2%
34	3%	-22	5%	-7%	-2%
